PREPL inh: human PREPL enzyme inhibition. hit rate 0.68% among 320,000. inhibition, % at 5.96 µM. Q4J6C6. recombinant PREPL, fluorescence polarization activity-based probe; in the data active = inhibition above about 43%;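 note: 0% = enzyme with DMSO and 100% = wells lacking enzyme; many of its hits are not listed in these tables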
GSTO1 inh: GSTO1 inhibition, counter-screen for RBBP9 inhibitors. P78417. recombinant GSTO1, activity-based probe fluorescence polarization. inhibition, % at 5.96 µM. hit rate 1.1% among 300,000. AID 1974;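 active = inhibition above the campaign mean inhibition plus 3 SD, cut at about 35% in these data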;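 note: 0% = GSTO1-1 with DMSO and 100% = wells lacking GSTO1-1 enzyme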
PAFAH1B2 inh: PAFAH1B2 (human) inhibition; P68402; hit rate 1.2% among 340,000; inhibition, % at 3.39 µM; recombinant PAFAH1B2, FP-rhodamine activity probe, fluorescence polarization;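 active = inhibition above the mean of all tested compounds plus 3 SD, cut at about 24% in these data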;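 note: 0% = enzyme with DMSO and 100% = wells lacking PAFAH1B2; many of its hits are not listed in these tables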
Target sequence (P68402 whole entry, looked up): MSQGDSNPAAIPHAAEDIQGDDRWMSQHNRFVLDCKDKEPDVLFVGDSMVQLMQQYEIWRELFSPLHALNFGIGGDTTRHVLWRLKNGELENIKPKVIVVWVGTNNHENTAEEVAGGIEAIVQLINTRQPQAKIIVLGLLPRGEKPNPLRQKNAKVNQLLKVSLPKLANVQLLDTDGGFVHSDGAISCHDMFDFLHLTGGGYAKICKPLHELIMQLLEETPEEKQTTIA
PAD4 FP inh: blocks human protein arginine deiminase 4. hit rate 0.41% among 330,000. AID 485272. Q9UM07. inhibition, % at 6.36 µM. recombinant PAD4, RCA probe fluorescence polarization;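 active = percent inhibition above a cutoff equal to the mean of all tested compounds plus 3 SD, cut at about 15% in these data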;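 note: 0% = PAD4 with RCA probe and DMSO and 100% = probe without PAD4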
Target sequence (Q9UM07 whole entry, looked up): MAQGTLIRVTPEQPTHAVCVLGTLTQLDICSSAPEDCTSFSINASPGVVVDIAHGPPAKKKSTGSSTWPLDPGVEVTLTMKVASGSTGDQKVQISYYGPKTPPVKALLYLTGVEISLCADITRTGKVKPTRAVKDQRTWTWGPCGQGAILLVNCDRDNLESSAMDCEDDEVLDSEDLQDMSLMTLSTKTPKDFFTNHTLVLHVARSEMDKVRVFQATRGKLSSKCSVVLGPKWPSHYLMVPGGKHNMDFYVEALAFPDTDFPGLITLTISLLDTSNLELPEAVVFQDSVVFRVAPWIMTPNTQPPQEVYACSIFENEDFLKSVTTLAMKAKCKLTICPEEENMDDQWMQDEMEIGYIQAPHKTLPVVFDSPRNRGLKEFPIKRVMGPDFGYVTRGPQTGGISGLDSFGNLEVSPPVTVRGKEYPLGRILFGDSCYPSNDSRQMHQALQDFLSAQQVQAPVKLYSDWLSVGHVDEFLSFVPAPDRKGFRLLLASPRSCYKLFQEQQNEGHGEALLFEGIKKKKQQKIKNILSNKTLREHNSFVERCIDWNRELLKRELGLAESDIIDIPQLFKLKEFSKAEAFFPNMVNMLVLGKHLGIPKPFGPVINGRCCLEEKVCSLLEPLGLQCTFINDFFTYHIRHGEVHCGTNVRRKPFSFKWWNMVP
PME-1 primary: blocks human protein phosphatase methylesterase 1; AID 2130; Q9Y570; hit rate 0.53% among 320,000; recombinant PME-1, FP-Rh probe fluorescence polarization; inhibition, % at 5.9 µM;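 active = inhibition above the campaign mean of all compounds plus 3 SD, cut at about 26% in these data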;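 note: competitive labeling of PME-1 active site by serine hydrolase directed probe; 0% = PME-1 with DMSO and 100% = wells lacking PME-1 enzyme; inhibitors block probe labeling so polarization falls and inhibition rises; many of its hits are not listed in these tables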
pPAFAH inh: inhibitors of human plasma PAF acetylhydrolase (pPAFAH) | recombinant pPAFAH, FP-rhodamine probe fluorescence polarization | inhibition, % at 3.39 µM | hit rate 1.5% among 330,000 | AID 463082;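 active = inhibition above the mean inhibition across the screen plus 3 SD, cut at about 25% in these data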;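 note: inhibitors block binding of the rhodamine activity-based probe so polarization drops; 0% = enzyme with DMSO and 100% = wells lacking pPAFAH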
PAFAH1B3 FP inh: blocks human PAF acetylhydrolase 1B catalytic subunit 3; hit rate 0.28% among 340,000; Q15102; inhibition, % at 3.39 µM; AID 492972; recombinant PAFAH1B3, FP-rhodamine probe, fluorescence polarization;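 active = inhibition above the screen-wide average of all tested compounds plus 3 SD, cut at about 25% in these data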;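 note: 0% = enzyme with DMSO only and 100% = wells lacking PAFAH1B3 protein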
LYPLA2 inh: LYPLA2 (human) inhibition in PME1 counter-screen; O95372; recombinant LYPLA2, FP-Rh probe fluorescence polarization; inhibition, % at 5.9 µM; hit rate 0.38% among 320,000; AID 2177;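 active = inhibition above the screen-wide mean plus 3 SD, limit set per campaign, cut at about 26% in these data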;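 note: 0% = LYPLA2 with DMSO and 100% = wells lacking LYPLA2 enzyme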
LYPLA1 inh: counter-screen for PME1 inhibitors: inhibitors of human LYPLA1. AID 2174. O75608. recombinant LYPLA1, FP-Rh probe fluorescence polarization. inhibition, % at 5.9 µM. hit rate 0.16% among 320,000;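 active = inhibition above the mean of all tested compounds plus 3 SD, set per campaign, cut at about 14% in these data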;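 note: inhibitors block serine hydrolase probe labeling of LYPLA1 so polarization falls; 0% = enzyme with DMSO and 100% = wells lacking LYPLA1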
* marks the source's active call; other numbers are inactive results.

For Cc1ccc(OC(=O)C23CC4CC(CC(C4)C2)C3)c(C)n1 the results were PREPL inh -9, GSTO1 inh 2, PAFAH1B2 inh 10, PAD4 FP inh 0, PME-1 primary -6, pPAFAH inh 3, PAFAH1B3 FP inh -1, LYPLA2 inh 4 and LYPLA1 inh 1.
`O=C(O)c1ccc2c(c1)OCCCO2` gave PREPL inh 8, GSTO1 inh 15, PAFAH1B2 inh 6, PAD4 FP inh 2, PME-1 primary -3, pPAFAH inh 2, PAFAH1B3 FP inh 3, LYPLA2 inh -7 and LYPLA1 inh 1.
`COc1ccc(OC)c(S(=O)(=O)N2CCC(C(=O)NCc3ccccn3)CC2)c1` gave PREPL inh 4, GSTO1 inh 1, PAFAH1B2 inh 6, PAD4 FP inh -1, PME-1 primary -7, pPAFAH inh -2, PAFAH1B3 FP inh 8, LYPLA2 inh 2 and LYPLA1 inh 2.
CN1CCN(c2nc3ccccn3c(=O)c2C=O)CC1 was read as PREPL inh -9, GSTO1 inh -1, PAFAH1B2 inh 0, PAD4 FP inh 2, PME-1 primary -4, pPAFAH inh 2, PAFAH1B3 FP inh 8, LYPLA2 inh -7 and LYPLA1 inh -3.
Screening O=C(CC(c1ccc(F)cc1)c1ccco1)N1CCOCC1 (stereo unspecified) returned PREPL inh -5, GSTO1 inh 7, PAFAH1B2 inh 3, PAD4 FP inh -5, PME-1 primary -5, pPAFAH inh 2, PAFAH1B3 FP inh -4, LYPLA2 inh -4 and LYPLA1 inh 2.
For CSc1nccc(Nc2ccccc2)c1C#N the results were PREPL inh -13, GSTO1 inh -4, PAFAH1B2 inh -3, PAD4 FP inh -4, PME-1 primary -2, pPAFAH inh 3, PAFAH1B3 FP inh 2, LYPLA2 inh -3 and LYPLA1 inh 2.
CCC(N=c1cc(-c2ccc(OC)cc2)oc2ccc(C)cc12)C(=O)O (stereo unspecified) was read as PREPL inh -5, GSTO1 inh -4, PAFAH1B2 inh 2, PAD4 FP inh 0, PME-1 primary -4, pPAFAH inh 3, PAFAH1B3 FP inh -1, LYPLA2 inh -4 and LYPLA1 inh -1.
`C=CCc1c(C)nc2ccc(C(=O)OCC)cc2c1Cl` gave PREPL inh -7, GSTO1 inh -3, PAFAH1B2 inh 3, PAD4 FP inh 1, PME-1 primary -6, pPAFAH inh -2, PAFAH1B3 FP inh 8, LYPLA2 inh -4 and LYPLA1 inh -6.
`Cc1cnc(NC(=O)[C@H](C)N2C(=O)C3CCCCC3C2=O)s1` (stereo partly specified) gave PREPL inh 16, GSTO1 inh -2, PAFAH1B2 inh -2, PAD4 FP inh -3, PME-1 primary 3, pPAFAH inh -2, PAFAH1B3 FP inh -4, LYPLA2 inh 2 and LYPLA1 inh -1.
For CCOC(=O)C1CCN(c2ncnc3c2oc2ccc(Cl)cc23)CC1 the results were PREPL inh 13, GSTO1 inh -5, PAFAH1B2 inh 1, PAD4 FP inh -2, PME-1 primary -2, pPAFAH inh 3, PAFAH1B3 FP inh -1, LYPLA2 inh 0 and LYPLA1 inh -3.
Screening FC(F)(F)c1cnc(N2CCN(C(=S)NCc3ccccc3)CC2)c(Cl)c1 returned PREPL inh -11, GSTO1 inh -2, PAFAH1B2 inh 3, PAD4 FP inh 5, PME-1 primary -4, pPAFAH inh 6, PAFAH1B3 FP inh 3, LYPLA2 inh -14 and LYPLA1 inh -2.
For CCCCN1C=C(C(=O)OC)C(c2ccccc2Cl)C(C(=O)OC)=C1 the results were PREPL inh -1, GSTO1 inh 7, PAFAH1B2 inh -3, PAD4 FP inh 4, PME-1 primary -3, pPAFAH inh 2, PAFAH1B3 FP inh 5, LYPLA2 inh 0 and LYPLA1 inh 1.
For Clc1ccc(CSc2nnc(-c3ccncc3)o2)cc1 the results were PREPL inh 2, GSTO1 inh 6, PAFAH1B2 inh 14, PAD4 FP inh -6, PME-1 primary 19, pPAFAH inh 6, PAFAH1B3 FP inh -1, LYPLA2 inh 9 and LYPLA1 inh 1.
For COc1cccc(NC2=NCC(=O)N2Cc2cccs2)c1 the results were PREPL inh -3, GSTO1 inh -3, PAFAH1B2 inh 4, PAD4 FP inh 1, PME-1 primary -1, pPAFAH inh 4, PAFAH1B3 FP inh 10, LYPLA2 inh 1 and LYPLA1 inh 1.
Screening COc1ccc(-n2ncc3c(=O)n(CC(=O)OCc4ccccc4)cnc32)cc1 returned PREPL inh 5, GSTO1 inh 4, PAFAH1B2 inh 2, PAD4 FP inh 1, PME-1 primary -2, pPAFAH inh 4, PAFAH1B3 FP inh -1, LYPLA2 inh 2 and LYPLA1 inh -3.
For Cc1cc2cc(CNC(=O)CCC(=O)O)ccc2n1C the results were PREPL inh -1, GSTO1 inh 3, PAFAH1B2 inh -8, PAD4 FP inh 4, PME-1 primary -2, pPAFAH inh 6, PAFAH1B3 FP inh -3, LYPLA2 inh 2 and LYPLA1 inh -6.
`c1ccc(CCc2ccncc2)cc1` gave PREPL inh -19, GSTO1 inh -1, PAFAH1B2 inh 11, PAD4 FP inh -2, PME-1 primary 1, pPAFAH inh 3, PAFAH1B3 FP inh 8, LYPLA2 inh 3 and LYPLA1 inh 2.
CNC(=O)c1c2c(nc3ccc(Br)cc13)CCCC2 was read as PREPL inh -5, GSTO1 inh 2, PAFAH1B2 inh 5, PAD4 FP inh 2, PME-1 primary 2, pPAFAH inh 2, PAFAH1B3 FP inh 7, LYPLA2 inh 5 and LYPLA1 inh 2.
COc1cc(Br)ccc1C1CC(=O)C(C)C(c2ccc(Br)cc2OC)N1 (stereo unspecified) was read as PREPL inh -1, GSTO1 inh 2, PAFAH1B2 inh 5, PAD4 FP inh -7, PME-1 primary -5, pPAFAH inh 18, PAFAH1B3 FP inh 9, LYPLA2 inh 4 and LYPLA1 inh -2.
For O=C(O)c1nc2ccccc2nc1C(=O)O the results were PREPL inh 12, GSTO1 inh 0, PAFAH1B2 inh 4, PAD4 FP inh -5, PME-1 primary 1, pPAFAH inh -5, PAFAH1B3 FP inh 7, LYPLA2 inh 2 and LYPLA1 inh 4.
CC(C)(CNC(=O)c1ccc(Cl)c(S(=O)(=O)N2CCc3ccccc3C2)c1)N1CCOCC1 was read as PREPL inh -27, GSTO1 inh -3, PAFAH1B2 inh 8, PAD4 FP inh -3, PME-1 primary -2, pPAFAH inh 7, PAFAH1B3 FP inh 1, LYPLA2 inh -7 and LYPLA1 inh -2.
`CCn1c(CCCOc2ccc(Cl)cc2Cl)nnc1SCC(=O)Nc1cc(F)ccc1C` gave PREPL inh 30, GSTO1 inh -4, PAFAH1B2 inh 7, PAD4 FP inh 2, PME-1 primary 1, pPAFAH inh 6, PAFAH1B3 FP inh -9, LYPLA2 inh 0 and LYPLA1 inh -8.
Cc1cccc2nc(CSc3nc4ccc([N+](=O)[O-])cc4[nH]3)c(Br)n12 was read as PREPL inh 17, GSTO1 inh -1, PAFAH1B2 inh -1, PAD4 FP inh -3, PME-1 primary -24, pPAFAH inh 14, PAFAH1B3 FP inh 11, LYPLA2 inh -7 and LYPLA1 inh -11.
For COc1ccc(CCC(=O)Nc2cc(Cl)ccc2N2CCN(C)CC2)cc1 the results were PREPL inh 0, GSTO1 inh -5, PAD4 FP inh -2, PME-1 primary -2, pPAFAH inh 3, LYPLA2 inh 1 and LYPLA1 inh 0.
Screening COCCN(Cc1ccccc1)P(=O)(O)c1ccccc1OCC(=O)O returned PREPL inh 12, GSTO1 inh 0, PAFAH1B2 inh 0, PAD4 FP inh -2, PME-1 primary 2, pPAFAH inh 2, PAFAH1B3 FP inh 6, LYPLA2 inh 11 and LYPLA1 inh 3.
For O=S(=O)(c1cccs1)N1CN(CC2CCCO2)c2nc3ccccc3nc21 (stereo unspecified) the results were PREPL inh -1, GSTO1 inh 1, PAFAH1B2 inh 3, PAD4 FP inh 6, PME-1 primary 6, pPAFAH inh 3, PAFAH1B3 FP inh 5, LYPLA2 inh 6 and LYPLA1 inh 1.
`O=C(COC(=O)c1cc(S(=O)(=O)N2CCOCC2)c(Cl)cc1Cl)Nc1ncc(C(F)(F)F)cc1Cl` gave PREPL inh -4, GSTO1 inh 2, PAFAH1B2 inh -2, PAD4 FP inh -4, PME-1 primary -2, pPAFAH inh 2, PAFAH1B3 FP inh 9, LYPLA2 inh -2 and LYPLA1 inh 2.
Screening Cc1cc(C)c(OCC(=O)Nc2ccccc2N2CCCCC2)c(C)c1 returned PREPL inh 14, GSTO1 inh -3, PAFAH1B2 inh 3, PAD4 FP inh -8, PME-1 primary 1, pPAFAH inh -1, PAFAH1B3 FP inh 4, LYPLA2 inh 2 and LYPLA1 inh 1.
`O=C1CCC(C(=O)N2CCCC(Nc3ccc(F)cc3)C2)=NN1` (stereo unspecified) gave PREPL inh 2, GSTO1 inh -2, PAFAH1B2 inh -2, PAD4 FP inh 1, PME-1 primary -1, pPAFAH inh 2, PAFAH1B3 FP inh 1, LYPLA2 inh 2 and LYPLA1 inh 1.
O=C(CCNC(=O)c1ccco1)Nc1ccccc1OC(F)F was read as PREPL inh 3, GSTO1 inh 5, PAFAH1B2 inh 6, PAD4 FP inh 0, PME-1 primary 7, pPAFAH inh -8, PAFAH1B3 FP inh 4, LYPLA2 inh 2 and LYPLA1 inh 0.
`CCc1noc(C)c1C(=O)Nc1ccc(F)c(F)c1F` gave PREPL inh 0, GSTO1 inh 4, PAFAH1B2 inh -4, PAD4 FP inh 0, PME-1 primary 3, pPAFAH inh 3, PAFAH1B3 FP inh 9, LYPLA2 inh 11 and LYPLA1 inh 3.
For CCOC(=O)C1(Cc2cccc(OC)c2)CCCN(Cc2ccc(NC(C)=O)cc2)C1 (stereo unspecified) the results were PREPL inh -4, GSTO1 inh 1, PAFAH1B2 inh 5, PAD4 FP inh 0, PME-1 primary -1, pPAFAH inh 3, PAFAH1B3 FP inh 9, LYPLA2 inh 2 and LYPLA1 inh 2.
Screening COc1ccc2c(c1)C(=O)N(Cc1ccccc1)C(=O)C2(C)C returned PREPL inh 1, GSTO1 inh 4, PAFAH1B2 inh 2, PAD4 FP inh -1, PME-1 primary -1, pPAFAH inh 4, PAFAH1B3 FP inh 9, LYPLA2 inh 1 and LYPLA1 inh -1.

Of the compounds above, three contain bromine:
CNC(=O)c1c2c(nc3ccc(Br)cc13)CCCC2 was read as PREPL inh -5, GSTO1 inh 2, PAFAH1B2 inh 5, PAD4 FP inh 2, PME-1 primary 2, pPAFAH inh 2, PAFAH1B3 FP inh 7, LYPLA2 inh 5 and LYPLA1 inh 2.
COc1cc(Br)ccc1C1CC(=O)C(C)C(c2ccc(Br)cc2OC)N1 (stereo unspecified) was read as PREPL inh -1, GSTO1 inh 2, PAFAH1B2 inh 5, PAD4 FP inh -7, PME-1 primary -5, pPAFAH inh 18, PAFAH1B3 FP inh 9, LYPLA2 inh 4 and LYPLA1 inh -2.
Cc1cccc2nc(CSc3nc4ccc([N+](=O)[O-])cc4[nH]3)c(Br)n12 was read as PREPL inh 17, GSTO1 inh -1, PAFAH1B2 inh -1, PAD4 FP inh -3, PME-1 primary -24, pPAFAH inh 14, PAFAH1B3 FP inh 11, LYPLA2 inh -7 and LYPLA1 inh -11.

Compound activity as filed in PubChem.

These rows are one share of the data; count on the stated rates, not on these rows.
